MLL CXXC-DNA inh: blocks binding of human MLL CXXC domain to DNA; Potency, µM (top dose mostly 115 µM), for inactives: top-dose activity change, negative = inhibition, usual class: inhibitors; Q03164; 0.037% of 290,000 active; MLL-CXXC / FITC-HOXA9 DNA fluorescence polarization; active = well fitted inhibition curve with a large enough effect in the polarisation, with a control signal flat, not every such curve was filed as active; inconclusive = small, poorly fitted or top-dose-only effect, or effect the other way, or a change in a side signal; inactive = no such curve, though single readings can be large or run the other way; the % refers to the polarisation; also: potency is read from the fitted curve at half-maximal effect
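Purified MLL-CXXC (added from a 7 uM solution) was preincubated 5 min at ambient with pinned compounds in 50 mM Tris-HCl pH 7.5, 50 mM NaCl, 1 mM DTT, 0.05% BSA. Fluorescein-labeled HOX-A9 DNA (50 nM solution) followed, 30 min, then polarization read.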
FBPA coupling cs: counter-screen for Giardia aldolase inhibitors: coupling enzyme system. activity change, negative = inhibition, % at 58.2 µM, hits read low. 0.67% of 290,000 active. coupling enzyme system counterscreen, AmpLite Red fluorescence; in the data active = activity change below about -30%; also: % is scaled to controls: 0 for no effect and ±100 for the full control effect
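Counterscreen of the coupled detection system alone, without aldolase: glyceraldehyde-3-phosphate coupling enzymes plus AmpLite Red readout. Compounds at 57.5 uM final, 10 min RT preincubation, 20 min RT reaction, fluorescence 525/598 nm.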
ASM inhibitor: blocks human secretory acid sphingomyelinase; placental ASM, HMU-PC fluorogenic substrate, 60 min; Potency, µM (doses to about 57.5 µM), inactives show at the highest dose activity change, negative = inhibition, actives largely listed as inhibitors; 0.006% of 340,000 active; AID 504937; also: potency is read from the fitted curve at half-maximal effect
Target sequence (P17405 47-631 limits assumed): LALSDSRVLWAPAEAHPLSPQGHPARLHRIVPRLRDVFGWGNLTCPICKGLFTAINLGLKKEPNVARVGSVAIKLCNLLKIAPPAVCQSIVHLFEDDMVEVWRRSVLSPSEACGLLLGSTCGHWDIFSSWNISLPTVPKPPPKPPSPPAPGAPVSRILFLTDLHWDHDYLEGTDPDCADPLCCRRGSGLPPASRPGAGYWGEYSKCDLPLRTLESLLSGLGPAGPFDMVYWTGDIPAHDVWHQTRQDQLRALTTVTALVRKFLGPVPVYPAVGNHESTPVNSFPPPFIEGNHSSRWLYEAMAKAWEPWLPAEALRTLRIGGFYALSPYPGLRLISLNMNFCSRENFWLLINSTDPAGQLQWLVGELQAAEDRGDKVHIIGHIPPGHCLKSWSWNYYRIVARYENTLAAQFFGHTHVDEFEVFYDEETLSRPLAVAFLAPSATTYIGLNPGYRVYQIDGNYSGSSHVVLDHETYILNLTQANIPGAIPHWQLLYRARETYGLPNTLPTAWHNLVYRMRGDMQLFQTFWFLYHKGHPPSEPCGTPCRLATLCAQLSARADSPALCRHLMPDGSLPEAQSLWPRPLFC
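qHTS format. ASM enzyme prepared from human placenta hydrolyses the fluorogenic substrate HMU-PC0 (9 uM final) over 60 min at 37 °C after a 10 min compound preincubation.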
KCNH2 3.1 inh: blocks the human KCNH2 3.1 channel isoform | U2OS KCNH2 3.1, thallium flux FluxOr; hits give low values | activity change, % (tested at about 1.8 µM) | 0.95% of 340,000 active | AID 720553;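 active = maximum activity change below -70%; inconclusive = maximum activity change from -70% to -50%; inactive = maximum activity change above -50%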;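 also: thallium influx rate constant from kinetic fluorescence after stimulation buffer; % is scaled to controls: 0 for no effect and ±100 for the full control effect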
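U2OS cells transduced with KCNH2 3.1 mutant virus (1.77 x 10^8 /mL, 4 h), plated overnight at 37 C, loaded 45 min with FluxOr dye plus Red40 quencher. Thallium flux rate constant from kinetic reads after stimulation buffer, normalised to controls.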
A-T KAP1 phos: potential ataxia-telangiectasia treatment; 0.19% of 320,000 active; […] A-T fibroblasts, KAP-1 phosphorylation AlphaLISA; neocarzinostatin DNA damage 30 min before lysis; AID 485349; Potency, µM (doses to about 57.5 µM), for inactives: top-dose activation, most hits filed as activators; also: potency is read from the fitted curve at half-maximal effect; % of control where 0% means no effect; nearly all actives have a fitted effect of over 45% in size
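hTERT-immortalized A-T patient fibroblasts ([…]), 500 cells/well in OPTI-MEM, 1% FBS, got compounds for 60 min, then NCS for 30 min at 37C. Lysates were then assayed for phospho-KAP-1 by AlphaLISA (anti-pKAP1 donor, anti-KAP1 acceptor beads), 6 hr at 25C.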
MBNL1 CUG block: inhibitors of human MBNL1 binding to CUG repeat RNA | 0.036% of 280,000 active | Q9NR56 | Potency, µM (doses to about 57.5 µM), inactives show top-dose activity change, negative = inhibition, usual class: inhibitors | TR-FRET MBNL1-His/biotin-(CUG)12 binding, 665/545 ratio; active = well fitted inhibition curve with a large enough effect in the signal ratio, with a control signal flat, not every such curve was filed as active; inconclusive = small, poorly fitted or top-dose-only effect, or effect the other way, or a change in a side signal; inactive = no such curve, though single readings can be large or run the other way; the % refers to the signal ratio; also: potency is read from the fitted curve at half-maximal effect; % is scaled to controls: 0 for no effect and ±100 for the full control effect
Target sequence (Q9NR56 whole entry, looked up): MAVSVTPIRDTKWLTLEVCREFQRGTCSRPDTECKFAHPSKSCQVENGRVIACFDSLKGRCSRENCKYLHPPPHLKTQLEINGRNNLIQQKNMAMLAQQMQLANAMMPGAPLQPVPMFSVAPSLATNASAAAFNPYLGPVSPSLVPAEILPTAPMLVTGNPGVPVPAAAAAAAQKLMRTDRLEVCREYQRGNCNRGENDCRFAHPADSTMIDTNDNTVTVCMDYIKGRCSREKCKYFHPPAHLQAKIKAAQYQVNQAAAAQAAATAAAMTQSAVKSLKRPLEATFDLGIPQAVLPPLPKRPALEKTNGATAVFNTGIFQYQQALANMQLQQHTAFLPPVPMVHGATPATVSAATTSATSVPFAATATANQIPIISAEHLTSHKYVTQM
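Inhibition of protein-RNA binding appears as loss of TR-FRET between terbium anti-His antibody on MBNL1-His and streptavidin-XL665 on biotin-(CUG)12. Activity is normalized to buffer-only and uninhibited-complex controls.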
TRPV1 ag: agonists of human vanilloid receptor 1 (TRPV1); Q8NER1; TRPV1-expressing cells, Fluo-8 calcium influx, agonist mode; activation, % at 8.33 µM; 0.19% of 320,000 active; in the data active = activation above about 80%; inconclusive = between about 30% and that limit; also: 0% is about no effect
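Cells expressing TRPV1 were dye-loaded with Fluo-8 and read kinetically: 10 s baseline, 3 min after compound (agonist portion), then 2 min after EC20 capsaicin (allosteric enhancer portion). Calcium-bound dye fluorescence at 480/520 nm.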
GALK inhibitor: inhibitors of human galactokinase | P51570 | Purified GALK, Kinase-Glo residual ATP luminescence | Potency, µM (doses to about 57.5 µM), inactives show top-dose activity change, negative = inhibition, hits mostly inhibitors | 0.007% of 270,000 active; also: potency is read from the fitted curve at half-maximal effect; % is scaled to controls: 0 for no effect and ±100 for the full control effect
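Galactose (100 uM) and ATP (35 uM) were turned over by 5 nM GALK for 1 h at RT. Kinase-Glo Plus then converted the remaining ATP into a luminescent signal.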
KCNH2 WT inh: inhibitors of human wildtype KCNH2 potassium channel | U2OS, BacMam KCNH2, thallium flux FluxOr; hits give low values | activity change, % at 1.84 µM | 0.37% of 340,000 active;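 active = maximum activity change below -70%; inconclusive = maximum activity change between -70% and -50%; inactive = maximum activity change above -50%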; also: % is scaled to controls: 0 for no effect and ±100 for the full control effect
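U2OS cells transduced with wild-type KCNH2 virus are loaded with FluxOr dye for 45 min, and thallium flux is measured in kinetic reads before and after stimulation buffer. Rate constants are normalized to DMSO controls.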
Integrin act MD: activators of alpha7 integrin expression for muscular dystrophy; AID 624291; 0.064% of 350,000 active; alpha7betagal myoblasts, beta-gal FDG fluorescence, 48 h; Potency, µM (titrated, usually from 38.3 µM), for the others: at the highest dose activation, most hits filed as activators;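 also: potency is read from the fitted curve at half-maximal effect; 100% = response of the positive control SU9516; nearly all actives have a fitted effect of over 60% in size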
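alpha7betagal+/- myoblasts (passage 13, 250/well) treated 48 h at 37C with compounds at 1:260 dilution of DMSO stock. Lysed, then beta-galactosidase activity read as FDG fluorescence (ex 480/em 540) after 30 min, with pre-read for autofluorescence.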
* = called active by the depositor; ? = inconclusive; · = not tested or not shown; [ ] = another dose, or the depositor's remark. Unless noted, calls follow the shape of the dose curve; as a rule, active = well fitted curve in the direction sought with a large enough effect; inconclusive = small, poorly fitted or top-dose-only effect, or another doubt; inactive = no such curve, though single readings can be large; an effect the other way counts as inactive or inconclusive.

SMILES	TRPV1 ag	Integrin act MD	KCNH2 3.1 inh	ASM inhibitor	MLL CXXC-DNA inh	FBPA coupling cs	KCNH2 WT inh	MBNL1 CUG block	GALK inhibitor	A-T KAP1 phos
C/C(CC(=O)Nc1ccc(Cl)cc1Cl)=N\NC(=O)c1cnccn1	8	19%	11	-3%	-2%	4	20	11%	4%	1%
CCOc1ccc(NC(=O)COC(=O)c2ccc(S(=O)(=O)N3CCOCC3)cc2)cc1	·	3%	3	1%	·	·	11	·	·	7%
Cc1ccc(N2CC(C(=O)N3CCN(C(=O)c4ccco4)CC3)CC2=O)cc1 (configuration not stated)	0	17%	-29	-1%	-9%	-2	52	-2%	3%	13%
Cc1ccc(NS(=O)(=O)c2cccc(C(=O)N/N=C/c3ccc4c(c3)OCCO4)c2)c(C)c1	-2	13%	3	-20%	13%	-5	-6	15%	2%	·
Cc1c(C(=O)O)c(-c2ccccc2)nn1-c1ccccc1	6	10%	27	1%	-2%	0	1	-12%	-2%	-4%
CCOC(=O)C1CCCN(CC(=O)Nc2nc(-c3ccccc3)cs2)C1 (configuration not stated)	10	11%	13	-6%	4%	-3	9	0%	3%	1%
COc1ccnc(N2CCN(c3ccccc3)CC2)c1C#N	?	5%	-2	2%	-4%	2	0	?	-3%	0%
Oc1ccc(Cl)cc1C(C#Cc1ccccc1)N1CCOCC1 (configuration not stated)	17	-27%	10	-7%	-2%	0	0	3%	-1%	14%
CCCCOc1ccc(-c2ncc(C(=O)O)c(C)n2)cc1	-2	-12%	·	-3%	-2%	0	3	8%	-1%	3%
CC(=O)NNC(=S)NC(=O)c1ccc(C)cc1	-1	-5%	0	-1%	3%	4	-3	?	7%	-5%
Cc1[nH]c2ccccc2c1CCN(Cc1cccnc1)C(=S)Nc1cccc(F)c1	2	-15%	-7	-6%	19%	0	3	-14%	7%	4%
O=C1CSC(c2cccc(O)c2)N1Cc1ccccc1 (configuration not stated)	-2	8%	-7	1%	6%	-1	0	0%	2%	19%
COc1cc(NC(=O)C2CCCN2C(=O)C2CCC(C)CC2)cc(OC)c1OC (configuration not stated)	2	-2%	-2	3%	4%	-3	0	?	0%	0%
CC(CC(=O)O)CC(=O)Nc1ccccc1C(=O)O (configuration not stated)	-1	-6%	8	1%	-1%	1	4	-1%	-2%	-2%
CCOc1ccc2c(CC)cc(=O)oc2c1OCC	9	0%	-5	2%	2%	3	-4	16%	2%	30%
Cc1ccc(C(=O)Nc2ccccc2C(=O)N2CC3(C)CC2CC(C)(C)C3)cc1 (configuration not stated)	?	8%	-47	-4%	-2%	0	-7	-7%	2%	·
CCCN(CCC)c1ncnc2nc[nH]c12	-1	23%	-6	1%	1%	-2	35	3%	0%	-5%
CCOC(=O)C1=C(O)C(=O)N(c2ccccc2)C1c1cccc([N+](=O)[O-])c1 (configuration not stated)	-4	0%	-22	2%	-11%	-3	-1	-1%	·	3%
CCC(C)C(NS(=O)(=O)c1ccc(C)cc1)C(=O)O (configuration not stated)	-3	-4%	·	-1%	-1%	2	-18	-11%	1%	1%
CSc1ccc(N2CCN(CCCNC(=O)Nc3ccccc3F)CC2)cc1	-15	-24%[7.66 µM]	-78*	4%	5%	-1	38	-4%	0%	·

Molecules from the list above that have a Cl atom, in the order listed:
SMILES	TRPV1 ag	Integrin act MD	KCNH2 3.1 inh	ASM inhibitor	MLL CXXC-DNA inh	FBPA coupling cs	KCNH2 WT inh	MBNL1 CUG block	GALK inhibitor	A-T KAP1 phos
C/C(CC(=O)Nc1ccc(Cl)cc1Cl)=N\NC(=O)c1cnccn1	8	19%	11	-3%	-2%	4	20	11%	4%	1%
Oc1ccc(Cl)cc1C(C#Cc1ccccc1)N1CCOCC1 (configuration not stated)	17	-27%	10	-7%	-2%	0	0	3%	-1%	14%

An excerpt from above, limited to Integrin act MD and GALK inhibitor:
SMILES | Integrin act MD | GALK inhibitor
CC(=O)NNC(=S)NC(=O)c1ccc(C)cc1 | -5% | 7%
Cc1[nH]c2ccccc2c1CCN(Cc1cccnc1)C(=S)Nc1cccc(F)c1 | -15% | 7%
O=C1CSC(c2cccc(O)c2)N1Cc1ccccc1 (configuration not stated) | 8% | 2%
COc1cc(NC(=O)C2CCCN2C(=O)C2CCC(C)CC2)cc(OC)c1OC (configuration not stated) | -2% | 0%
CC(CC(=O)O)CC(=O)Nc1ccccc1C(=O)O (configuration not stated) | -6% | -2%

Carrying on.
SMILES	TRPV1 ag	Integrin act MD	KCNH2 3.1 inh	ASM inhibitor	MLL CXXC-DNA inh	FBPA coupling cs	KCNH2 WT inh	MBNL1 CUG block	GALK inhibitor	A-T KAP1 phos
CCNc1ccc(C(=O)OCC(=O)NC(=O)NCC(C)C)cc1[N+](=O)[O-]	-2	13%	-22	-4%	-6%	1	4	9%	0%	3%
O=C(CCCc1ccccc1)NCc1ccc(Cl)cc1	?	10%	-14	2%	5%	2	-2	-7%	-3%	3%
CCC(NC(=O)Cc1c(C)c2cc3c(cc2oc1=O)OC(C)(C)CC3)C(=O)O (configuration not stated)	1	-12%	-4	25%	6%	5	-2	4%	1%	-2%
CCn1c(Cc2ccc(OC)cc2)nnc1SCC(=O)NC1CCCCC1	6	-13%	18	-4%	8%	1	-8	13%	6%	5%
CC(Sc1ncnc2sccc12)C(=O)Nc1ccc(S(=O)(=O)N2CCOCC2)cc1 (configuration not stated)	·	-13%	-11	-3%	·	·	3	·	·	·
O=C(NCC(c1ccco1)N1CCN(c2ccccc2F)CC1)c1ccco1 (configuration not stated)	19	21%	3	·	·	·	-6	·	·	2%
O=C(CSc1nccn1-c1cccc(Cl)c1)Nc1ccc2c(c1)OCCO2	18	-3%	-19	-2%	-2%	-2	-1	7%	-1%	4%
C=C1c2ccccc2O[C@H](C(=O)OCC)[C@H]1OC	·	0%	1	5%	·	·	7	·	·	-1%
CC(=O)c1ccc(S(=O)(=O)N2CCN(C(=O)CSc3ccc(F)cc3)CC2)cc1	7	-13%	-18	-13%	5%	1	-11	-3%	0%	-10%
COc1ccc(NC(=O)N(C)C[C@H]2Oc3c(NS(=O)(=O)c4cccs4)cccc3C(=O)N([C@H](C)CO)C[C@@H]2C)cc1	·	-15%	-22	1%	·	·	2	·	·	4%
Cc1cccc(C(=O)N[C@H](C(=O)Nc2nc3ccccc3[nH]2)C(C)C)c1	2	0%	-16	1%	7%	1	4	-11%	3%	-3%
COCCSc1ccccc1C(=O)N1CCN(c2ccccc2)CC1	2	-1%	17	3%	-1%	2	·	-1%	2%	-4%
CC(OC(=O)c1ccc2c(=O)n3c(nc2c1)CCCCC3)C(=O)Nc1ncc(Cl)cc1Cl (configuration not stated)	-4	13%	2	·	-5%	2	3	10%	0%	-1%
Cc1ccc(OCc2cc(C(=O)N(C)CCc3ccccn3)no2)cn1	-1	0%	3	3%	1%	·	1	-1%	0%	4%
CC1(C)CC(N(Cc2cccs2)C(=O)c2ccco2)CCO1 (configuration not stated)	-4	-17%	1	2%	-3%	6	-3	-12%	-2%	-16%
Nc1nnc(SCc2ccccc2)n1-c1ccccc1	2	-7%	18	1%	5%	3	-2	-19%	1%	1%
Brc1ccc(-c2csc(N3CCCCCC3)n2)cc1	0	4%	-17	-12%	3%	0	3	0%	-3%	12%
COc1ccc(CCC(=O)Nc2ccc(C)c(S(=O)(=O)N(C)C)c2)cc1OC	5	-30%	-14	1%	5%	1	-3	·	-1%	-3%

Source: PubChem BioAssay (National Center for Advancing Translational Sciences (NCATS))
